Screens as filed in PubChem.
PTK2B oligo ant – blocks oligomerization of human Pyk2 in cells | z-score (the deposit names both 25 µM and 10 µM) | Q293 cells, Pyk2 FERM NanoBiT luminescence; hits give low values | Q14289 | 0.83% of 99,000 active;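 active = Z-score of -3 or lower, scaled per plate to the spread of control and sample wells; inactive = z-score above -3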;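 note: negative z-score means lost luminescence so less FERM oligomerization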
CYP2C9 activ – activators of human CYP2C9 | recombinant CYP2C9, luciferin-H conversion, luminescence; hits give high values; factor 1 = untreated enzyme, 0 = blocked | AID 1024 | 1.4% of 96,000 active | activation factor at 5 µM;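 active = activation factor of 2 or more for CYP2C9 at a 5 µM dose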;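 note: 0 = sulfaphenazole-blocked wells and 1 = vehicle-only wells; values of inactives mirror those of a sister screen read the other way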
DAT uptake mod – modulates human dopamine transporter uptake under cocaine. 1.3% of 110,000 active. B-score at 10 µM. Q01959. LLC-PK1 hDAT cells, [14C]-dopamine uptake with cocaine IC80; actives deviate in either direction. AID 449768;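 active = Z score or B-score, a plate-position-corrected score, falls beyond the plate's 99.7% confidence bounds, in either direction; inactive = both scores lie inside the 99.7% bounds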;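 note: scored against the spread of the other compound wells on the same plate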
PTPN22 act – LYP (human) phosphatase activation; Q9Y2R2; recombinant LYP, DiFMUP fluorescence; 0 = plate median, 100 = signal doubled; activation, % at 2 µM; 0.11% of 96,000 active; AID 697;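 active = activation at 2 µM above a set limit, the mean plus 5 SD, cut at about 37% in these data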
Target sequence (Q9Y2R2 whole entry, looked up): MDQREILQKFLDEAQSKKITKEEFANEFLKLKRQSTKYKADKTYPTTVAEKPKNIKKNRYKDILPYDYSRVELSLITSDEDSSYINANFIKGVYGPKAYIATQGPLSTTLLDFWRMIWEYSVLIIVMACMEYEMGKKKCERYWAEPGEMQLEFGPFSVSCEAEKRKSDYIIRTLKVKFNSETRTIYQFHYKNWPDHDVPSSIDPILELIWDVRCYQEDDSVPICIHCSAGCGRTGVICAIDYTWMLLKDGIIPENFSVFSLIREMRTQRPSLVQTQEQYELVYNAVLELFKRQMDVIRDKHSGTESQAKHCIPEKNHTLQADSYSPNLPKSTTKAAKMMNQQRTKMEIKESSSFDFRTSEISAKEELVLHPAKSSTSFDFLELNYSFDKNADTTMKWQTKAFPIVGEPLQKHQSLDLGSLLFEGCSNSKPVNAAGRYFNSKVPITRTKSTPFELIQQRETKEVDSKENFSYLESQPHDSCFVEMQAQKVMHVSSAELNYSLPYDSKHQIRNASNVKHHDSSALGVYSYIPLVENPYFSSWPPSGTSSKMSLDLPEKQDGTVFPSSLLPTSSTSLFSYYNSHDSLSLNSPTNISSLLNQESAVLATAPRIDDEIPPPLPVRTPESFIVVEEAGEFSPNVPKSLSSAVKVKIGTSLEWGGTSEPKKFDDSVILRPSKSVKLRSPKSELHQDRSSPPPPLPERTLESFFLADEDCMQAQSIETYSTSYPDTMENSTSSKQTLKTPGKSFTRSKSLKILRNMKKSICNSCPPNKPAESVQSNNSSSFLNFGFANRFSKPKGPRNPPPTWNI
LYP inh 2 – blocks human PTPN22 phosphatase activity; AID 640; inhibition, % at 2 µM; recombinant LYP catalytic domain, DiFMUP fluorescence; Q9Y2R2; 0.21% of 96,000 active;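 active = inhibition at 2 µM at or above a set limit, the screen mean plus 3 SD, cut at about 24% in these data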;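 note: 0% = DMSO with enzyme and 100% = enzyme fully blocked by orthovanadate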
PostGolgi yeast – growth inhibition of a yeast mutant, post-Golgi transport screen | post-Golgi transport phenotypic cell assay | inhibition, % at 10 µM | 0.9% of 98,000 active;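 note: yeast cells grown in 1536-well plates; yeast grown about 18 h at 30C before absorbance read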
PostGolgi ctrl – yeast control strain growth, post-Golgi counter-screen; 5% of 98,000 active; inhibition, % at 10 µM; efflux-deficient yeast background strain, growth absorbance A615, 16 h
E coli WT exp – E. coli BW25113 growth inhibition, expanded screen | OD600 absorbance | growth inhibition, % at 100 µM | 0.15% of 98,000 active | AID 710;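 active = growth inhibition above about 50% at one test dose, limit read from the data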;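 note: growth measured after 20 h incubation at 37 °C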
CYP2C9 inh – blocks human cytochrome P450 2C9; P11712; CYP2C9 Supersomes, luciferin-H conversion, luminescence; inhibition, % at 5 µM; 20% of 96,000 active; AID 777;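 active = blocking of liver enzyme CYP2C9 beyond about 50% at 5 µM, limit read from the data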; note: values of inactives mirror those of a sister screen read the other way
* marks the source's active call; other numbers are inactive results; x = no result given. Cut-off read from the data, not from the text of the source, unless noted: active = inhibition above about 30%; inactive = the rest.

SMILES,PTK2B oligo ant,CYP2C9 activ,DAT uptake mod,PTPN22 act,LYP inh 2,PostGolgi yeast,PostGolgi ctrl,E coli WT exp,CYP2C9 inh
CS(=O)(=O)N(Cc1ccccc1)c1ccc(C(=O)NCC2CCCO2)cc1 (centres undefined),0.11,0.8,-0.77,-6,8,7,-1,-5,18
Cc1ccc(NS(=O)(=O)c2ccc(NC(=O)c3ccc(Br)o3)cc2)c(C)c1,-0.54,0.3,-0.99,-10,5,-2,27,-6,67*
Cn1cnnc1SC(C(=O)Nc1cc(Cl)cc(Cl)c1)c1ccccc1 (centres undefined),-0.63,0.8,-0.67,-6,6,-2,25,-8,18
CCOc1ccc(NS(=O)(=O)c2ccc(NC(=O)C3CCCO3)cc2)cc1 (centres undefined),0.96,0.5,-0.47,0,-1,-3,-10,9,47
C=CCn1c(C)cc(C(=O)CSc2nc3ccccc3o2)c1C,1.6,0.7,-0.85,5,-2,-14,52*,-5,25
CC(C)(C)c1cc(CN(CCO)CCO)cc(C(C)(C)C)c1O,-0.87,0.9,-2.1,-5,5,1,0,11,14
CC(=O)N/C(=N/c1nc(C)cc(C)n1)Nc1ccc(NC(C)=O)cc1,-0.36,1.1,-0.14,0,0,-4,10,3,-5
CCCCSc1nnc(-c2ccc(NC(=O)CC)cc2)n1C,-0.3,1.2,-0.37,1,-1,6,3,0,-16
COc1ccc(-c2c(C#N)c(N)nc3c2CCc2ccccc2-3)cc1OC,x,0.5,0.83,-2,5,-1,44*,-13,46
CC(C)(C)c1ccc(CNc2cc(N3CCOCC3)ccc2[N+](=O)[O-])cc1,-2.3,0.7,-0.33,-20,23,5,17,-10,30
Nc1c(C(O)(C(F)(F)F)C(F)(F)F)ccc2ccccc12,-0.66,x,-2.2,-6,3,6,27,21,x
COCCN1C=C(C(=O)OC)C(c2cc3c(cc2Br)OCO3)C(C(=O)OC)=C1,x,0.7,0.097,-3,6,9,13,-5,27
O=C1NCCN1CCNS(=O)(=O)c1ccc2ccccc2c1,0.96,0.8,0.31,3,-2,-6,1,8,23
CCC1(C)C2(C#N)C(N)=NC(OC)(OC)C12C#N (centres undefined),0.69,1.2,0.079,5,-3,4,-1,-8,-18
CCCCC(c1nnnn1C1CCCC1)N1CCN(C2CCCCC2)CC1 (centres undefined),0.39,0.7,-0.22,-4,4,-2,6,-3,27
CN(C)CC/C=C1/c2ccccc2Sc2c(O)cc(Cl)cc21,-0.73,x,-1.1,6,-11,x,x,x,x
COc1ccc2c(CC(=O)Nc3nnc(C4CC4)s3)coc2c1,-0.39,0.8,-0.36,-10,13,1,8,-9,25
Cc1snc(S(=O)(=O)/C(C#N)=N/Nc2ccc(C(F)(F)F)cc2)c1C#N,-2.9,0.1,-1.2,-4,0,-6,-2,12,94*
O=C1CCCN1c1ccc(S(=O)(=O)NCCOc2ccccc2)cc1,1.3,x,-0.46,-6,2,x,x,x,x
O=c1c(-c2ccco2)[n+]([O-])c2ccccc2n1OCc1ccccc1F,-0.64,0.9,0.006,8,-5,-5,13,-3,8
CCCNC(=O)C(NS(=O)(=O)c1ccc2c(c1)c(=O)n(C)c(=O)n2C)c1ccccc1 (centres undefined),x,0.8,1.5,2,-5,-2,16,-7,20
Cc1nc(=O)c(-c2ccccc2)c(C)n1CCCO,-0.1,1,0.68,-4,8,6,13,-1,-1
Cc1[nH]c2ccccc2c1Cc1nnc(SCCC#N)o1,-2.4,x,0.089,-5,11,x,x,x,x
CCCCn1c(C)cc2cc(O)ccc21,-0.79,0.7,-0.39,3,-7,27,11,16,26
O=C(CSCc1c(F)cccc1Cl)NCc1ccco1,1.1,0.8,-0.076,-11,9,-3,5,3,19
CC(c1ccccc1)n1cc(C(=O)NCCN2CCOCC2)nn1 (centres undefined),-0.5,x,0.48,8,-4,5,8,4,x
O=C(Cc1cccs1)Nc1ccc(-c2nc3ccccc3[nH]2)cc1,-0.96,1,-1.3,-2,5,-8,-11,-14,-1
CCC1CCCCN1CCCNC(=O)c1ccc(CS(=O)(=O)Cc2ccccc2F)o1 (centres undefined),0.15,0.8,-0.55,2,-6,7,-3,0,15
O=C(CCSc1ccc(Cl)cc1)N1CCN(c2ncccn2)CC1,1.6,0.4,0.93,-6,6,14,6,-2,65*
Cc1cc(NC(=O)c2ccco2)ncc1NC(=O)CCc1ccccc1,-0.17,0.5,-1.4,-5,3,-2,6,6,49
CC1CCCC(NC(=O)c2ccc3c(=O)n(CC4CCCO4)c(=O)[nH]c3c2)C1C (centres undefined),-0.3,1.1,0.82,10,-12,-3,0,-3,-9
Cc1ccc(CNc2oc(COc3ccccc3Cl)nc2C#N)cc1,-0.98,0.4,-2,-1,-2,-9,15,-11,61*
CCOc1ccc(C(=O)C2CCN(CC(=O)Nc3ccccc3N3CCOCC3)CC2)cc1,-2.2,0,0.8,2,-1,-11,2,-9,96*
Cc1cc(C)nc(NS(=O)(=O)c2ccc(NC(=S)NC(=O)CC(C)C)cc2)n1,0.09,x,0.63,6,-11,x,x,x,x
O=C(O)C1C2C=CC(C2)C1C(=O)NCCCn1ccnc1 (centres undefined),0.31,0.3,1.2,8,-10,8,3,3,67*
CCN1CCCC1Cn1cnc2c([nH]c3ccc(C)cc32)c1=O (centres undefined),-0.18,1.1,-0.45,-6,4,8,3,0,-7
Cc1noc(C)c1CSc1nc2ccccc2n1C,0.37,0.4,-0.61,x,x,-4,-10,-2,62*
COC(=O)CN(c1ccc(C)c(Cl)c1)S(C)(=O)=O,-0.5,1.1,0.22,-6,7,-10,22,4,-9
CCOc1ccc(-c2cc(N)n(S(=O)(=O)c3ccc(OC)c(OC)c3)n2)cc1,x,0.7,0.28,-4,3,-3,5,6,34
Cc1ccc(-c2noc(CSc3ccccc3)n2)cc1,0.64,0.9,x,4,-2,-2,-1,1,9
CC(=O)Nc1ccc(S(=O)(=O)NCCc2ccc(S(N)(=O)=O)cc2)cc1,0.8,0.7,-0.23,-3,5,4,2,-10,25
CCNC(=O)COc1ccc2ccccc2c1,0.95,0.9,0.45,2,-3,6,1,9,5
COc1cc(OC)c(OC)cc1/C=N/N(C)c1ccccc1,-1,0.3,1,-4,6,2,45*,-1,70*
Cc1cccc(Cl)c1OCCCCn1ccnc1,-0.15,0,-0.23,5,-6,2,12,18,96*
COCC(C)NC(=O)c1cc(-c2ccc(OC)c(OC)c2)on1 (centres undefined),0.1,1.2,-2.1,-7,6,0,17,3,-20
CCOC(=O)N1CCN(Cc2nc(-c3ccccc3)no2)CC1,0.05,1.1,0.036,2,-2,-4,14,6,-12
O=C(O)CCC(=O)N1CC=C(c2ccccc2)CC1,0.94,0.7,-0.36,-2,2,4,3,0,27
COc1cc(NC(=O)CN2CCN(S(=O)(=O)c3ccc(C(C)C)cc3)CC2)cc(OC)c1,-1.1,0.7,0.007,-6,10,-3,20,-4,30

Just CYP2C9 activ, for some of the entries so far:
compound,CYP2C9 activ
Cc1ccc(-c2noc(CSc3ccccc3)n2)cc1,0.9
CC(=O)Nc1ccc(S(=O)(=O)NCCc2ccc(S(N)(=O)=O)cc2)cc1,0.7

Following part
SMILES,PTK2B oligo ant,CYP2C9 activ,DAT uptake mod,PTPN22 act,LYP inh 2,PostGolgi yeast,PostGolgi ctrl,E coli WT exp,CYP2C9 inh
Cc1ccccc1OCC(=O)Nc1cccc(N(C)S(C)(=O)=O)c1,0.37,0.2,-0.35,-3,-2,4,12,10,79*
COC(=O)c1ccc(CSc2nc3ccccc3[nH]2)o1,2,0.6,-0.092,12,-16,-7,8,14,36
COC(=O)c1cccnc1SCc1ccccc1,0.75,x,-0.48,-8,8,x,x,x,x
O=C(Nc1ccccc1)N(C1=NCCCCS1)c1ccccc1,0.76,0.9,-0.021,0,-2,-2,15,-7,14
Cc1nc2cc(C(F)(F)F)ccc2n1C1CCN(CC(=O)N2CCOCC2)CC1,1,1,0.84,2,-1,8,22,-1,0
CC(C)Nc1nnc(SCC(=O)Nc2ccc(F)cc2)s1,-0.11,0.3,0.018,10,-12,-7,-7,17,70*
O=S1(=O)C=C(SCCN2CCCC2)c2ccccc21,0.98,0.9,-1.1,-4,3,-7,-1,3,14
CC(C)C(=O)NC(=S)NCC(=O)c1ccccc1,-0.22,0.8,0.56,3,3,0,-2,2,21
O=C(CN1C(=O)COc2ccccc21)N(Cc1cccnc1)Cc1ccccc1F,0.46,0.5,-1.3,-4,8,-3,-1,4,54*
Cc1ccc(C)c(NC(=O)CSc2nnc(CSc3nc(C)cc(C)n3)n2Cc2ccco2)c1,0.85,0.5,1.7,x,x,-9,3,-1,51*
CN(C)/C=C/C=C1C(=O)CCCC1=O,0.25,x,-0.32,-1,7,x,x,x,x

Compound profiles, from the list above. Screens in order: PTK2B oligo ant	CYP2C9 activ	DAT uptake mod	PTPN22 act	LYP inh 2	PostGolgi yeast	PostGolgi ctrl	E coli WT exp	CYP2C9 inh
Profile of Cc1nc2cc(C(F)(F)F)ccc2n1C1CCN(CC(=O)N2CCOCC2)CC1 = 1	1	0.84	2	-1	8	22	-1	0
Profile of O=C(CN1C(=O)COc2ccccc21)N(Cc1cccnc1)Cc1ccccc1F = 0.46	0.5	-1.3	-4	8	-3	-1	4	54*
Profile of COC(=O)c1cccnc1SCc1ccccc1 = 0.75	x	-0.48	-8	8	x	x	x	x
Profile of CN(C)/C=C/C=C1C(=O)CCCC1=O = 0.25	x	-0.32	-1	7	x	x	x	x
Profile of COC(=O)c1ccc(CSc2nc3ccccc3[nH]2)o1 = 2	0.6	-0.092	12	-16	-7	8	14	36
